# From PubChem BioAssay
# CaV13 ICDI inh: Disruptors of the CACNA1D IQ motif to Ca2+-dependent inactivation inhibitor domain association, primary screening, Förster resonance energy transfer in intact living … | 340,000 compounds, 0.098% hits | HEK cells, CFP/YFP FRET ICDI-IQ, plate reader, 10 min; percent FRET-ratio fall versus neutral wells | inhibition, % at 12.3 µM;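 active = mean replicate inhibition of at least 30% and at least 1% of replicates passing that level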;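 note: 0% = median of the neutral control wells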
# MC4R barr agon: human MC4R agonism via beta-arrestin; P32245; U2OS MC4R beta-arrestin complementation, luminescence; percent of melanotan II response, DMSO zero; activation, % at 8.9 µM; 360,000 compounds, 0.98% hits;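 active = activation above a per-plate cutoff, the mean activation of sample wells on that plate plus 3 SD, cut at about 8% in these data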
# Exocytosis inh: blocks lytic granule exocytosis | TALL-104 LAMP-1 surface exposure, flow cytometry; cells stimulated with thapsigargin and PMA | inhibition, % at 10 µM | 360,000 compounds, 0.66% hits | AID 651702;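 active = inhibition above about 55%, limit read from the data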
# MC4R antag cAMP: human MC4R antagonism in cAMP assay | P32245 | MC4R-expressing cells, MTII-stimulated cAMP, LANCE TR-FRET | inhibition, % at 6.5 µM | 360,000 compounds, 0.48% hits;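 active = inhibition above its plate's cutoff, the mean of tested wells on that plate plus 3 SD, cut at about 29% in these data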;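 note: 0% = Melanotan II alone and 100% = Melanotan II plus saturating MCL0020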
#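 Assay system: U2OS-MC4R stable cell line; Also added: Melanotan II; Technique: Eu-cAMP/anti-cAMP TR-FRET, emission 671 nm; Times: 30-min compound, 1-h challenge, 1-h detection, room temperature.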
# H9c2 protect: myocardial damage modulation in H9c2 cells; protection from H2O2 cell death, % at 20 µM; H9c2 cardiomyocytes, H2O2 injury protection, ATPLite, 2 h; AID 588492; 360,000 compounds, 0.63% hits;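 active = compounds giving at least 50% protection of heart cells from peroxide-induced death in the single-dose screen, raw or plate-pattern-corrected value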;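 note: 0% = DMSO wells with peroxide and 100% = DMSO wells without peroxide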
# ABHD5-PLIN5 inh: ABHD5-PLIN5 protein interaction inhibition | inhibition, % at 4 µM | Q00G26+Q8WTS1 | Split G. princeps luciferase complementation, luminescence, 4 h | 360,000 compounds, 0.78% hits;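 active = inhibition above the mean inhibition across every tested compound plus 3 SD, cut at about 22% in these data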;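 note: 0% = DMSO only wells and the 100% control is not disclosed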
# ABCB6 inh MLPCN: inhibitors of human ABC transporter ABCB6; Q9NP58; fluorescence ratio to DMSO, % at 10 µM; 360,000 compounds, 0.19% hits; K562-ABCB6 porphyrin accumulation, flow cytometry, 1 h; active compounds read low;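 active = fluorescence ratio to DMSO below 75%, the collection mean minus 3 SD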;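 note: signal is porphyrin accumulated inside mitochondria; 100% equals median channel fluorescence of DMSO control wells; lower ratio means ABCB6 inhibition with less porphyrin fluorescence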
# Target sequence (Q9NP58 whole entry, looked up): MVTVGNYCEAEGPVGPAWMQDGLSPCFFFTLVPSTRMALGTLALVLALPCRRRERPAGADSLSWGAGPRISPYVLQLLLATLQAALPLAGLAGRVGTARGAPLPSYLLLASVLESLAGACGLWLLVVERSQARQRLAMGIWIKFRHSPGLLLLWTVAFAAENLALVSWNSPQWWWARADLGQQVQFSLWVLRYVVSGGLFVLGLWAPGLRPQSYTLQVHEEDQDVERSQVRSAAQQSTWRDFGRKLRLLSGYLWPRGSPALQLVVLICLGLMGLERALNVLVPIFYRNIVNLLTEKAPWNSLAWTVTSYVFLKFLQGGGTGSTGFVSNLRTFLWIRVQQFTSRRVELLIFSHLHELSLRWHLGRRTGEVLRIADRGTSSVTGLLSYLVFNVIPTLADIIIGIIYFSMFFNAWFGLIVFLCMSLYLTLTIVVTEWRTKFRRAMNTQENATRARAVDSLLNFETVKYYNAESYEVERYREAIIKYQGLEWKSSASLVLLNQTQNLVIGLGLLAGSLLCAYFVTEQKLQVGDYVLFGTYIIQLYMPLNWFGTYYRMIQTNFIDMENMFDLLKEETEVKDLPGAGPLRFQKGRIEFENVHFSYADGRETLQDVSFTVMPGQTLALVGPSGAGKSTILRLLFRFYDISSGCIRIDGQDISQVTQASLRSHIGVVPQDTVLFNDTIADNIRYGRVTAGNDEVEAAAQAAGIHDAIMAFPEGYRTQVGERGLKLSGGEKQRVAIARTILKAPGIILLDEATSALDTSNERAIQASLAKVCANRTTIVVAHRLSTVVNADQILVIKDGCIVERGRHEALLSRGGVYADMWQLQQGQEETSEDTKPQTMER
# N-glyco inh: blocks N-linked glycosylation in D54 reporter cells | 360,000 compounds, 0.23% hits | AID 588692 | D54 ERlucT glycosylation luciferase reporter, 24 h; percent of 100 nM tunicamycin response | reporter increase, % at 12.5 µM;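 active = mean luciferase reporter signal, scaled so untreated is 0 and the glycosylation-blocking control 100, at or above a set limit in every replicate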;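 note: luciferase carries N-glycosylation sites so blocking glycosylation raises the light; 0% = median of neutral control wells and 100% = median of 100 nM tunicamycin wells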
# m5-HT2A agonist: mouse HTR2A agonism via beta-arrestin recruitment; P35363; CHO-K1 mHTR2A beta-arrestin complementation, luminescence; percent of 30 µM serotonin response; activation, % at 7.6 µM; 360,000 compounds, 0.66% hits; AID 624169;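 active = activation above a run cutoff, the mean activation of all tested compounds plus 3 SD, cut at about 14% in these data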;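 note: 0% = plate median of compound wells and 100% = 30 µM serotonin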
# PDI turbidity: PDI (human) enzyme inhibition; P07237; PDI insulin aggregation turbidity, A650, 90 min; inhibition, % at 10 µM; 350,000 compounds, 0.052% hits;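 active = mean inhibition across replicates of 30% or more, whatever share of single replicates reach that level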;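 note: absorbance from insulin aggregation driven by PDI reduction with DTT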
# * marks the source's active call; other numbers are inactive results; nt = not tested or not shown.
SMILES,CaV13 ICDI inh,MC4R barr agon,Exocytosis inh,MC4R antag cAMP,H9c2 protect,ABHD5-PLIN5 inh,ABCB6 inh MLPCN,N-glyco inh,m5-HT2A agonist,PDI turbidity
CCOC(=O)N1CCN(C(=O)/C(=C/c2cccc3ccccc23)NC(=O)c2ccc(OC)c(OC)c2)CC1,-5,-0.2,2,-2,1,2,99,0,-2,-3
N#CC(=C(O)CN1CCN(c2ccccc2F)CC1)c1nc(-c2ccc(Cl)cc2)cs1,-6,-0.8,-2,17,-16,-1,87,1,0,20
O=C(c1ccc2c(c1)OCCO2)N1CCCCC1,nt,-1.8,3,5,8,5,104,1,1,-10
Cn1ccnc1SCC(=O)NC1CCCC1,-7,3.6,-4,12,4,10,98,0,8,11
CNC(=S)N(Cc1ccco1)Cc1cc2cc(OC)ccc2[nH]c1=O,1,-0.4,-1,4,2,4,100,6,7,19
CC1Cc2c([nH]c3ccccc23)C(=O)N1 (centres undefined),-2,0.2,2,12,3,-5,99,0,1,0
CCn1c(=S)sc2c(=O)n(CC(=O)Nc3cccc(Cl)c3)c(C)nc21,-5,1.2,-4,12,-5,-4,97,0,12,-2
COc1cccc(N(C(=O)Cn2nnc(-c3ccc(C)cc3)n2)C(C(=O)NC(C)(C)C)c2c[nH]c3ccccc23)c1 (centres undefined),nt,-3.1,-2,-6,-4,4,99,-5,-3,-4
CSc1ccccc1OCc1cc(C(=O)NCCN2CCCC(O)C2)no1 (centres undefined),-6,1.7,-3,-7,4,4,100,2,-1,-1
CC(CN1CCCCC1)C(=O)NN (centres undefined),-2,-4.7,5,-5,-6,3,98,1,-1,1
Cc1nc(NCc2ccccc2)sc1C(=O)Nc1ccccc1,-2,-1.3,2,1,-1,3,105,0,-4,-2
Cc1ccc(OCC(=O)N2CCC(N3CC(C)CC(C)C3)CC2)cc1 (centres undefined),nt,-0.5,-4,2,-2,0,97,-3,6,5
CC1(C(=O)NCCC#N)CCN1C(=O)C1(c2ccccc2)CC1 (centres undefined),-10,2.2,4,-5,-6,5,100,1,5,1
CCN(CC)S(=O)(=O)c1ccc(OC)c(NC(=O)c2ccc3c(c2)OCO3)c1,-4,0.1,-3,0,9,0,97,-1,-3,1
COC(=O)C(Cc1ccccc1)NC(=O)c1cc(S(=O)(=O)N(C)C)ccc1Cl (centres undefined),-1,0.3,1,1,4,1,100,0,2,1
CCCC(=O)NCCCc1nc2ccccc2n1CC,4,2.0,-9,18,-1,-10,95,2,2,nt
CCNc1nc(SCCOc2ccccc2)nc(N(C)C)n1,-8,0.2,2,-5,-8,-2,98,-4,1,13
CC(C)(C)c1ccc(N2C(=O)CSC2c2cccnc2)cc1 (centres undefined),-5,1.1,-4,26,-8,-6,101,1,0,2
Cc1ccc(C(C)n2cc(C(=O)NCCN3CCN(C)CC3)nn2)cc1 (centres undefined),-4,-0.9,0,-6,3,-4,81,1,-5,13
CCOc1ccc(CN2C(=O)c3ccccc3C2=O)cc1C(=O)N1CCC(C(N)=O)CC1,-3,0.6,3,10,7,0,107,2,9,-4
CCOc1ncccc1C(=O)OCCN1C(=O)c2ccccc2C1=O,-4,3.0,-1,12,2,1,95,1,1,2
CSCC[C@H](N)C(=O)N1CCC(C(=O)N[C@H](C(=O)NCc2ccccc2F)C(C)C)CC1,nt,-2.0,0,6,3,-3,104,0,1,nt
CCc1ccc(Nc2nc3ccccc3c(=O)s2)cc1,-5,-1.3,3,-3,13,-3,100,-2,1,15
CCOc1ccc(/C=N/NC(=O)Cc2csc(Nc3cccc(C(F)(F)F)c3)n2)c(OCC)c1,-5,-1.1,68*,13,2,-3,108,-3,-2,-2
COc1ccc(/C=C/C(=O)Oc2cccc(/C=N/NC(=O)COc3c(C)cccc3C)c2)cc1,-5,5.5,-8,-2,12,-2,99,24,14,-3

# In another format: entries from further up.
CCOC(=O)N1CCN(C(=O)/C(=C/c2cccc3ccccc23)NC(=O)c2ccc(OC)c(OC)c2)CC1
  CaV13 ICDI inh: -5	MC4R barr agon: -0.2	Exocytosis inh: 2	MC4R antag cAMP: -2	H9c2 protect: 1	ABHD5-PLIN5 inh: 2	ABCB6 inh MLPCN: 99	N-glyco inh: 0	m5-HT2A agonist: -2	PDI turbidity: -3
N#CC(=C(O)CN1CCN(c2ccccc2F)CC1)c1nc(-c2ccc(Cl)cc2)cs1
  CaV13 ICDI inh: -6	MC4R barr agon: -0.8	Exocytosis inh: -2	MC4R antag cAMP: 17	H9c2 protect: -16	ABHD5-PLIN5 inh: -1	ABCB6 inh MLPCN: 87	N-glyco inh: 1	m5-HT2A agonist: 0	PDI turbidity: 20
O=C(c1ccc2c(c1)OCCO2)N1CCCCC1
  CaV13 ICDI inh: nt	MC4R barr agon: -1.8	Exocytosis inh: 3	MC4R antag cAMP: 5	H9c2 protect: 8	ABHD5-PLIN5 inh: 5	ABCB6 inh MLPCN: 104	N-glyco inh: 1	m5-HT2A agonist: 1	PDI turbidity: -10

# Of the compounds above, these contain a Cl atom.
SMILES,CaV13 ICDI inh,MC4R barr agon,Exocytosis inh,MC4R antag cAMP,H9c2 protect,ABHD5-PLIN5 inh,ABCB6 inh MLPCN,N-glyco inh,m5-HT2A agonist,PDI turbidity
N#CC(=C(O)CN1CCN(c2ccccc2F)CC1)c1nc(-c2ccc(Cl)cc2)cs1,-6,-0.8,-2,17,-16,-1,87,1,0,20
CCn1c(=S)sc2c(=O)n(CC(=O)Nc3cccc(Cl)c3)c(C)nc21,-5,1.2,-4,12,-5,-4,97,0,12,-2
COC(=O)C(Cc1ccccc1)NC(=O)c1cc(S(=O)(=O)N(C)C)ccc1Cl (centres undefined),-1,0.3,1,1,4,1,100,0,2,1

# The results go on.
SMILES,CaV13 ICDI inh,MC4R barr agon,Exocytosis inh,MC4R antag cAMP,H9c2 protect,ABHD5-PLIN5 inh,ABCB6 inh MLPCN,N-glyco inh,m5-HT2A agonist,PDI turbidity
CCCCn1nnnc1C(c1ccccc1)N1CCN(CCN2CCOCC2)CC1 (centres undefined),-5,nt,9,nt,nt,-6,103,nt,0,nt
OCCOCCn1c(CCNc2nc(-c3ccc(Cl)cc3)cs2)nc2cc(Cl)c(Cl)cc21,-8,0.4,0,2,-10,-2,86,4,-9,-7
CCc1nnc(NC(=O)CSc2nc3cc4c(cc3cc2CC)OCCO4)s1,nt,7.0,-8,2,-1,-2,95,-1,5,7
COC(=O)c1cc(NS(=O)(=O)c2ccc(C)c3ccccc23)ccc1N1CCOCC1,-4,3.0,-1,13,-1,3,102,-2,-5,14
O=C(NNC(=O)c1ccc(Cl)nc1)c1ccncc1,-3,-1.1,-1,4,-1,8,98,1,-8,1
CN1C(C(=O)NCCc2cccs2)CC2Cn3c(nc4ccccc43)C21 (centres undefined),-10,-0.8,0,11,4,-3,103,-1,-1,-4
CCCCCn1nc(C)c(/C=N\NC(=O)c2cc(C)oc2C)c1C,nt,-0.8,-2,0,0,-17,102,0,-3,-5
CN(CC(=O)Nc1ccc(F)cc1)C(=O)COC(=O)Cc1cccs1,-5,0.3,3,9,3,11,98,-2,10,-1
COc1ccc(CNC(=O)c2ccc(CNc3c(NC4CCCCC4)c(=O)c3=O)cc2)cc1,-5,-1.2,-6,-5,4,6,96,1,-2,2
CCn1nc(NC(C)=O)c2cc3cccc(C)c3nc21,-19,-1.5,1,-2,6,5,97,4,1,-13
O=C(Nc1ccccc1Cl)c1cc(S(=O)(=O)N2CCCCC2)ccc1N1CCOCC1,-5,0.6,5,6,-2,5,94,-2,-2,-1
O=C(NNC(=O)C1CC(c2cccs2)=NO1)Nc1ccc(Cl)cc1 (centres undefined),-5,-2.7,9,13,-5,2,103,0,-3,-6
CC(C)COC(=O)N1CCCCC1c1cc(C(=O)Nc2ccc3c(c2)OCO3)no1 (centres undefined),-9,0.2,-1,-3,-6,-3,96,-2,-1,0
CSc1ccccc1NC(=O)CN(C)Cc1cccc(Cl)c1,1,-2.3,3,3,0,-3,98,-1,-7,-1
COc1ccc(CCN(Cc2cc3cc(C)ccc3[nH]c2=O)C(=O)N2CCCC2)cc1OC,nt,1.7,2,-8,15,-6,97,3,1,3
OC(COC(c1ccc(Cl)cc1)c1ccc(Cl)cc1)CN1CCN(c2ccccn2)CC1 (centres undefined),4,3.6,17,-5,-16,9,97,-3,-7,-9
O=C1CC(N2CCN(c3ccc(S(=O)(=O)N4CCCC4)cc3)CC2)C(=O)N1c1ccc(F)cc1 (centres undefined),-5,-2.5,-2,-6,1,2,100,1,-1,0
CCc1ccc(N(CC(=O)N2CCOCC2)S(C)(=O)=O)cc1,-20,-0.5,-7,25,0,-3,98,0,-5,3
CC1=CC(c2ccc(Cl)cc2)n2nc(NS(=O)(=O)c3ccc(C)cc3)nc2N1 (centres undefined),-4,-0.2,0,12,1,-1,97,6,1,9
CCOc1ccccc1N(CC(=O)NCCc1ccc(OC)cc1)S(=O)(=O)c1ccc(C)cc1,-5,-0.9,-6,10,2,2,98,-5,-3,2
Cc1cc(Nc2nc3c(c(=O)n(C)c(=O)n3C)n2C)n(-c2ccc(Cl)cc2)n1,2,1.1,5,5,10,-4,93,5,2,6
COc1ccccc1C1OCC(C)([N+](=O)[O-])CO1 (centres undefined),-9,-2.2,26,-3,10,-3,100,0,6,-2
COc1ccc2oc(C(=O)C3CC3)c(N)c2c1,-5,-2.4,1,-9,-18,2,99,-1,-2,-2
CCOc1ccc(N(CC(=O)NCCSCc2ccco2)S(=O)(=O)c2ccc(C)cc2)cc1,-8,-1.7,0,3,0,-4,99,-2,14,1
Cc1cc(C)c(C)c(S(=O)(=O)N2CCC(C(=O)OCC(=O)N3c4ccccc4NC(=O)C3(C)C)CC2)c1C,nt,0.5,-1,11,7,2,92,-2,-4,-2
Cc1ccc(S(=O)(=O)Nc2ccc(C(=O)NC3CC3)cc2)cc1,-5,-3.2,1,5,-3,-5,95,0,-4,9
Cc1cccc(OCCCC(=O)NC(C)C)c1,nt,-1.6,-1,1,-5,-2,102,-1,-1,-1
CCc1cc2ccc(C)cc2nc1SCC(=O)NC1CCCC1,-2,1.2,82*,10,-1,-2,98,1,-5,1

# Profiles from above. Order of screens: CaV13 ICDI inh	MC4R barr agon	Exocytosis inh	MC4R antag cAMP	H9c2 protect	ABHD5-PLIN5 inh	ABCB6 inh MLPCN	N-glyco inh	m5-HT2A agonist	PDI turbidity
# Listed for O=C(NNC(=O)c1ccc(Cl)nc1)c1ccncc1 : -3	-1.1	-1	4	-1	8	98	1	-8	1
# Listed for COC(=O)c1cc(NS(=O)(=O)c2ccc(C)c3ccccc23)ccc1N1CCOCC1 : -4	3.0	-1	13	-1	3	102	-2	-5	14
